Yp Topo-I inh: inhibitors of Yersinia pestis topoisomerase I; Y. pestis Topo-I cleavage product accumulation, plate reader; activity, % at 10 µM; 360,000 compounds, 0.064% hits; AID 504884; in the data active means activity above about 50%, passing the limit was not always enough; further: inactives centre near 2
PrPC surface inh: reduces human prion protein on the cell surface | inhibition, % at 13.8 µM | cell surface PrPC, TR-FRET read-out | P04156 | AID 720596 | 370,000 compounds, 0.43% hits; in the data active means inhibition above about 24%; further: 0% = median of the test wells and 100% = reference compound wells
MazF activator: activators of E. coli MazEF toxin-antitoxin RNase | activation, % at 20 µM | 350,000 compounds, 0.32% hits | P0AE70 | FAM/BHQ RNA-DNA oligo cleavage fluorescence, 5 h; in the data active means activation above about 50%
Target sequence (P0AE70 whole entry, looked up): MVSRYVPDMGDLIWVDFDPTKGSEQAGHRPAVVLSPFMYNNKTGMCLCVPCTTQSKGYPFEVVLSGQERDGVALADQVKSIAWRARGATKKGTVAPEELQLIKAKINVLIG
Vc quorum ag: induces V. cholerae light production without autoinducers. V. cholerae BH1578 lux reporter, luminescence, 6 h. 350,000 compounds, 0.16% hits. activation, % at 18.7 µM. AID 588436; in the data active means activation mostly above about 9.7%, no sharp cut-off; further: not every result past the cut was called active; inactives centre near 0; reference of the scale not given here
SSB-PriA inh: blocks PriA binding to SSB C-terminal tail; AlphaScreen SSBct-PriA binding, biotinylated peptide; inhibition, % at 33 µM; 430,000 compounds, 0.6% hits; in the data active means inhibition mostly above about 37%, no sharp cut-off; inactive means mostly below about 20%;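 further: plate controls were negative control peptide for no effect and reference peptide for full effect; strong numbers were not always called active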
CCHF vOTU inh: CCHFV vOTU protease inhibition. Pep-AMC fluorescence. inhibition, % at 11.5 µM. AID 651958. 370,000 compounds, 0.55% hits; in the data active means inhibition above about 30%; further: 0% = vehicle wells with enzyme and 100% = no enzyme wells
TcdB GH inh: blocks C. difficile toxin B glycohydrolase activity; inhibition, % at 9.99 µM; AID 652162; 350,000 compounds, 0.24% hits; TcdB glycohydrolase enzymatic assay, plate reader; P18177; in the data active means inhibition above about 10%
Rv3671c inh: inhibitors of M. tuberculosis serine protease Rv3671c; P9WHR9; inhibition, % at 5.96 µM; 320,000 compounds, 0.048% hits; AID 2606; in the data active means inhibition above about 38%;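 further: extracellular domain of Rv3671c used as enzyme; 0% = enzyme with DMSO and 100% = no enzyme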
Target sequence (P9WHR9 whole entry, looked up, the tested form may be a part): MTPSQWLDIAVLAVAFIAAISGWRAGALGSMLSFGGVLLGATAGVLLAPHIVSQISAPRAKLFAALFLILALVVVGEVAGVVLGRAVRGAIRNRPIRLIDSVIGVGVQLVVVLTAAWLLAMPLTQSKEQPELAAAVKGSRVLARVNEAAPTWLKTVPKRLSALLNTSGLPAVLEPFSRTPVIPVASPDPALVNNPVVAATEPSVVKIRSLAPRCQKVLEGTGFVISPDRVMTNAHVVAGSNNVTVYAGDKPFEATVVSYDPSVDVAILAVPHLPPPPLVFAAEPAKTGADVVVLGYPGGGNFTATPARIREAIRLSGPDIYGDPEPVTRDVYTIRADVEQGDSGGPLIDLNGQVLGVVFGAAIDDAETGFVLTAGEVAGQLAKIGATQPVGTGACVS
DUSP3 inh: DUSP3 (human) phosphatase inhibition; P51452; 290,000 compounds, 0.52% hits; AID 1654; recombinant VHR phosphatase, pNPP absorbance; inhibition, % at 13.3 µM; in the data active means inhibition above about 50%; further: some compounds called inactive have numbers as strong as hits
Target sequence (P51452 whole entry, looked up): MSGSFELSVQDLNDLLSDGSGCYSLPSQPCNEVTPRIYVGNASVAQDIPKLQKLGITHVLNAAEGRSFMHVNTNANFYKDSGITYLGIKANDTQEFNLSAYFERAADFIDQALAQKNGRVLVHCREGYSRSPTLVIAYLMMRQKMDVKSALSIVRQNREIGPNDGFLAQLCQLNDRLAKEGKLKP
3CLpro inhibitor: SARS-CoV 3CLpro protease inhibition. P0C6X7. recombinant SARS-CoV 3CLpro, quenched FRET peptide cleavage. inhibition, % at 6 µM. 290,000 compounds, 0.14% hits. AID 1706; in the data active means inhibition above about 12%
An asterisk follows results filed as active; i = inactive; nt = no result given; & = joins results of further samples.

SMILES	Yp Topo-I inh	PrPC surface inh	MazF activator	Vc quorum ag	SSB-PriA inh	CCHF vOTU inh	TcdB GH inh	Rv3671c inh	DUSP3 inh	3CLpro inhibitor
COc1cccc(CN2CCCC(C(=O)Nc3ccc(-c4cscn4)cc3)C2)c1 (configuration not stated)	11	4	2	1.5	2	-7	-0.3	nt	0	4
O=C(c1cc(-c2ccco2)nc2ccccc12)N(Cc1nnc(-c2ccc(Cl)cc2)o1)C1CC1	3	-11	-14	-0.8	39*	-51	-2.0	2	nt	nt
CCCN(CCC)C(=O)Cc1coc2ccc3ccccc3c12	11	1	4	-3.4	-18	21	nt	-6	10	-3
COc1ccc(Cl)cc1-c1cc(C(=O)NCc2cc(C(F)(F)F)cc(C(F)(F)F)c2)[nH]n1	-8	-2	nt	-4.5	nt	5	-0.5	nt	nt	nt
CCCNC(=O)NC(=O)c1cnccc1C(F)(F)F	-6	-2	0	-0.9	-7	10	0.8	8	25	-2
COc1cc(/C=N/N=C2/SCC(=O)N2c2ccc(O)cc2)ccc1O	1	-3	10	i	nt	14	1.0	-8	22	0
COc1ccc(NC(=O)CSc2nnc(Cc3ccc(C)cc3)c(=O)n2N)cc1	-5	9	-1	0.7	-8	9	-0.1	1	nt	nt
CC(=O)N1c2ccc(S(=O)(=O)NCCc3ccc(S(N)(=O)=O)cc3)cc2CC1C (configuration not stated)	-1	-2	6	-0.2	-11	-3	3.4	0	-18	6
CC(C)C(NS(=O)(=O)c1ccccc1)C(=O)N1CCCCCC1 (configuration not stated)	1	4	3	i	-6	-3	1.6	-4	2	2
CCN(CC)Cc1cc(C(C)=O)ccc1O	3	1	0	3.6	-5	9	nt	5	-14	0
O=C1OCCC1Sc1nnc(-c2ccccc2)o1 (configuration not stated)	3	-4	9	-4.5	-46	6	nt	1	13	-5
O=c1c(Cc2c(F)cccc2Cl)c(O)ccn1CCCN1CCOCC1	-5	-1	2	-0.2	-2	1	1.1	0	-2	2
O=C(NC1CCCCC1)c1cc([N+](=O)[O-])[nH]n1	-9	-8	-3	i	0	2	nt	-3	-13	-5
CCCCCCn1c(=O)n2n(c1=O)C[C@]1(OC(=O)NC3CCCC3)CN(S(=O)(=O)c3ccc(C)cc3)C[C@]1(O)C2	4	1	6	-0.4	nt	29	3.0	nt	nt	nt
COc1ccc(C)cc1S(=O)(=O)NCCC1=CCCCC1	1	-3	-3	i	-26	-6	4.4	0	-33	-2
O=C(CSc1nnc(NC2CC2)s1)NN1C(=O)NC2(CCCCC2)C1=O	-5	-1	1	i	-7	1	1.0	-4	nt	nt
O=C(CCc1nnc(Cc2cccc(C(F)(F)F)c2)o1)NCCc1ccccc1F	15	-5	-13	i	-12	1	1.2	5	1	5
CCc1ccc(NC(=O)N[C@H](C(=O)O)C(C)CC)cc1 (some centres not stated)	3	-3	8	-0.1	-5	-11	1.0	3	5	-6
Cc1ccc(NC(=O)Cn2cnc3c(OCc4ccccc4)ncnc32)cc1C	13	-5	5	-1.6	0	1	0.7	-7	nt	nt
Cc1ccc(NC2=NC(=S)N(CC#N)C23CCCCC3)cc1	-8	5	5	0.1	3	17	nt	0	3	-8
CCOc1ccc(C2CC(c3ccc(CC)cc3)n3nc(N)nc3N2)cc1 (configuration not stated)	17	-9	-4	-0.3	0	8	1.5	-3	2	1
O=C(Nn1cnnc1)c1ccc(OC(F)(F)C(F)C(F)(F)F)cc1 (configuration not stated)	0	-1	-2	-7.7	7	16	-5.9	-11	-2	-5
Cc1ccc(-c2nc(CS(=O)CC(=O)NCCCc3ccccc3)c(C)o2)cc1 (configuration not stated)	36	9	-4	i	8	1	0.8	-6	20	1
Cc1ccc(C(O)(C(=O)NNc2ccc3ccccc3n2)c2ccc(C)cc2)cc1	-9&-12	10&1	6&3	-0.2&1.3	4	12&0	nt	3&-6	18&8	0&7
Cc1ccccc1N(CC(=O)NCCc1ccccc1)C(=O)c1csnn1	5	5	-1	-4.0	-4	13	-4.3	0	7	-8
O=C(NN1C(=O)C2C3C=CC(C4CC34)C2C1=O)c1ccccc1Cl (configuration not stated)	7	-3	2	i	1	1	-0.4	3	-5	5
COc1cccc(C(=O)Nc2ccc(NC(=O)C3CC3)nc2)c1	6	-4	8	-0.4	-10	10	-0.2	-5	41	-3
CCOC(=O)Cn1c(=O)c2c(nc(Br)n2CC(=O)OCC)n(C)c1=O	2	-3	10	-7.2	-8	14	nt	1	2	3
COC(=O)/C=C/COc1ccccc1[N+](=O)[O-]	-6	-3	-25	-0.7	-19	-1	0.1	1	6	1
COC(=O)c1cc(OC)c(OC)cc1NC(=S)NC(=O)c1ccco1	-5	0	-18	-0.7	-1	9	1.6	-1	10	1
CCC1CN1P(=O)(c1ccccc1)N1CC1CC (configuration not stated)	-1	-2	2	-5.6	7	-1	-0.4	nt	nt	nt
CCN(CC(=O)Nc1ccc2c(c1)OC(F)(F)O2)Cc1nc2ccccc2c(=O)[nH]1	1	2	-4	-0.3	-21	4	nt	-2	-6	6
COc1cc(C(=O)NCc2ccc(OCCN(C)C)cc2)cc(OC)c1OC	-5	-3	11	-0.4	-1	1	0.6	2	nt	nt
COCCCNC(=S)NC1CC2CCC(C1)N2Cc1ccccc1 (configuration not stated)	2	-11	11	-0.2	-19	-5	-0.3	12	22	-4
O=C(Nc1cc(C(F)(F)F)ccc1-n1cncn1)c1ccc(Br)cc1	-7	0	2	i	-10	4	nt	4	13	0
COc1ccccc1NS(=O)(=O)c1cc(C(=O)NCc2cccnc2)ccc1C	4	6	2	i	15	-10	1.3	-6	nt	nt
COc1cccc(NC(=O)COc2ncnc3sc(C)c(C)c23)c1	0	-1	11	-5.0	3	-1	nt	-17	25	0
C(#CCN1CCCC1)CC(c1ccccc1)c1ccccc1	25	-7	0	-0.4	6	8	-0.6	3	25	1
Cc1noc(C)c1COc1cccc(C(=O)NCCc2c[nH]c3ccccc23)c1	12	16	-9	i	8	3	0.7	-2	11	2
COc1ccc(N2C(=O)CC(N3CCN(c4ccc(C(=O)c5cccnc5)cc4)CC3)C2=O)cc1 (configuration not stated)	3	-5	0	1.0	-10	-4	nt	-4	41	0
Cc1cnc(CNC(=O)c2ccc3oc(Cc4ccccc4)nc3c2)[nH]1	1	-2	9	-3.1	-17	7	1.1	-1	1	9
Cc1nn(-c2ccccc2)c(N)c1C1(O)C(=O)Nc2ccc([N+](=O)[O-])cc21 (configuration not stated)	-3	-7	6	i	-2	4	2.7	6	20	-2
COc1ccc(C2C(C(=O)c3sc(C)nc3C)=C(O)C(=O)N2CCCn2ccnc2)cc1 (configuration not stated)	5	-6	11	-2.3	7	4	0.8	6	nt	nt
COc1cccc(S(=O)(=O)NCc2ccc(C(=O)N3CCN(Cc4ccccc4)CC3)cc2)c1	30	4	6	-0.3	-11&-3	1	-0.1	-3	6	0
C/C(=N\NC(=O)C(=O)Nc1ccc(C)cc1)c1ccncc1	8	-2	9	-0.2	nt	8	-0.8	1	0	2
O=C(Nc1cccc(S(=O)(=O)N2CCCC2)c1)c1ccncc1	1	-6	-1	0.4	-7	8	-0.1	-5	6	2
CCOc1c(Nc2cccc(Cl)c2)c(=O)c1=O	-8	3	-14	-0.8	-7	1	0.4	0	1	1
CC(C)NC(=S)NN(c1ccccc1)c1ccccc1	21	5	2	-0.6	-8	-4	nt	2	23	-6
Cc1cc(=O)oc2cc(OC(C)C(=O)NCC3CCC(C(=O)O)CC3)c(Cl)cc12 (configuration not stated)	-4	0	-3	-0.1	1	-3	-0.2	-2	21	-4
CC(=O)c1ccccc1NC(=O)COC(=O)c1cc[n+]([O-])cc1	5	-2	0	i	0	-9	0.2	-9	nt	nt
O=C(NCc1ccco1)c1ccc(OC2CCN(Cc3ccccn3)CC2)cc1	14	-2	3	-0.9	nt	-13	1.9	nt	nt	nt
N#Cc1cccc(NC(=S)Nc2ccccc2)c1	-12	0	6	i	-7	3	nt	-3	5	0
CCOc1ccc(NC(=O)C(=O)NCCN2CCN(S(=O)(=O)c3ccccc3)CC2)cc1	-5	2	3	-0.4	0	22	1.2	-2	-7	-2
CN(Cc1ccccc1)S(=O)(=O)c1ccc(Cl)c(C(=O)NCCCN2CCOCC2)c1	5	-13	1	i	-9	5	3.7	-5	nt	nt
COc1ccc(C(=O)N2CCC(C(=O)c3ccc(F)cc3)CC2)cc1	3	-7	15	17*	-8	10	nt	5	-5	4
CC(C)(C)n1cnc2cc(NCc3cccs3)ccc21	6	0	10	0.6	3	4	0.1	-2	13	-3
COc1ccc2c(c1OC)C(=O)OC2C1c2c(cc3c(c2OC)OCO3)CCN1C (configuration not stated)	2&6&7	8&-1&10	-22&12&8	-0.8&-3.6	5	-9&-1&15	0.8&0.1&0.0	0&0&-1	5&20	0&1
C#CCCC(=O)c1ccccc1/C=[N+](\[O-])c1ccccc1	-12	3	3	i	-2	7	2.6	-11	nt	nt
O=C(Nc1ccc(Cl)cc1)N[C@@H]1c2c(ccc3ccccc23)OC[C@@H]1CO	2	0	6	i	-5	-8	-1.5	-6	27	4
CC(=O)c1ccc(S(=O)(=O)N2CCN(c3ccccc3F)CC2)cc1	1	9	-4	-2.0	0	4	0.4	1	29	5

Only Rv3671c inh, Vc quorum ag and Yp Topo-I inh, for 5 of the compounds above:
mol | Rv3671c inh | Vc quorum ag | Yp Topo-I inh
O=C(NCc1ccco1)c1ccc(OC2CCN(Cc3ccccn3)CC2)cc1 | nt | -0.9 | 14
O=C(Nc1cccc(S(=O)(=O)N2CCCC2)c1)c1ccncc1 | -5 | 0.4 | 1
CCOc1c(Nc2cccc(Cl)c2)c(=O)c1=O | 0 | -0.8 | -8
O=C(Nc1ccc(Cl)cc1)N[C@@H]1c2c(ccc3ccccc23)OC[C@@H]1CO | -6 | i | 2
CC(C)(C)n1cnc2cc(NCc3cccs3)ccc21 | -2 | 0.6 | 6

(next part)
SMILES	Yp Topo-I inh	PrPC surface inh	MazF activator	Vc quorum ag	SSB-PriA inh	CCHF vOTU inh	TcdB GH inh	Rv3671c inh	DUSP3 inh	3CLpro inhibitor
O=C(O)CCNC1CCCCC1	2	-3	9	i	-5	-17	1.1	-7	41	-1
CCN1CCN(C(=S)Nc2ccc(Cl)cc2)CC1	4	-3	1	nt	-1	15	nt	-3	15	6
CCCN(CC(=O)Nc1ccc(F)c(F)c1F)C(=O)c1ccc2c(c1)NC(=O)CS2	0	11	-3	i	-10	11	0.5	-2	nt	nt
CCn1c(=O)cc(OCC(=O)N2CCC3(CC2)OCCO3)c2ccccc21	-5	2	-6	-0.7	-5	4	nt	-12	22	0
O=C(COC(=O)CC1CC2CCC1C2)NC(=O)NC1CCCC1 (configuration not stated)	4	0	5	-0.3	6	5	0.2	-3	9	5
COc1ccc(C)cc1Nc1nc(-c2ccccc2O)nc2ccccc12	3	8	3	-1.0	-10	5	1.3	-4	nt	6
Cc1ccc(NS(=O)(=O)c2c(F)cc(F)c(Cl)c2F)cc1S(=O)(=O)N1CCOCC1	1	12	-3	nt	-3	14	0.8	-3	nt	nt
O=C(N=Nc1c(O)[nH]c2c(Cl)cc(Cl)cc12)c1ccccc1O	nt	-6	nt	nt	0	1	0.9	nt	nt	nt
O=C(O)c1cccc(Nc2ncnc3ccc(Br)cc23)c1	-2	11	-3	-0.6	-6	-3	1.0	2	-5	2
CC(Cc1ccccc1)[n+]1cc(/N=C(\[O-])N(C)C)on1 (configuration not stated)	1	2	6	0.7	nt	5	-0.2	7	7	-2
CCOc1ccc(NC(=O)COC(=O)c2ncc(Cl)c(Cl)c2Cl)cc1	7	1	10	-0.3	-12	11	nt	3	-7	-3
CCN(C(=O)c1ccccc1F)c1nc(-c2ccc(OC)cc2)cs1	18	5	-1	i	-12	-2	1.1	-4	20	5
CCN(CC)C(=O)CN1C(=O)c2cccc3cccc1c23	8	-17	-4	-0.7	-8	3	1.4	-4	15	-2
O=C(NCc1ccccc1)c1ccc2ccccc2n1	5	-4	4	-0.2	-19	-1	1.4	2	7	-4

A second format for part of the listing above.
canonical_smiles | Yp Topo-I inh | PrPC surface inh | MazF activator | Vc quorum ag | SSB-PriA inh | CCHF vOTU inh | TcdB GH inh | Rv3671c inh | DUSP3 inh | 3CLpro inhibitor
CCn1c(=O)cc(OCC(=O)N2CCC3(CC2)OCCO3)c2ccccc21 | -5 | 2 | -6 | -0.7 | -5 | 4 | nt | -12 | 22 | 0
CCCN(CC(=O)Nc1ccc(F)c(F)c1F)C(=O)c1ccc2c(c1)NC(=O)CS2 | 0 | 11 | -3 | i | -10 | 11 | 0.5 | -2 | nt | nt

Not all compounds are listed; the hit share may differ from the screen's.
